Xi reactivation: activators of inactive X chromosome reactivation, primary screen, imaging, XiGFP fibroblasts, GFP high-content imaging, set 2; 360,000 compounds, 0.055% hits; activation, % at 7.58 µM; XiGFP mouse fibroblasts, % GFP-positive cells imaging, 3 d; cells co-treated with 5-aza-dC sensitizer; scaled so ellipticine positive control = 100%; AID 743238, 2013;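 active = mean normalized replicate activation at least 10% and every replicate at or above 10%; inconclusive = only one of the two criteria met; inactive = mean below 10% and not all replicates reach 10%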;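 note: 0% = median of on-plate neutral control wells and 100% = ellipticine 6 µM median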
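Schedule: 3 d treatment, 15 min room-temperature fixation; system: 68-5-11 XiGFP fibroblast line; buffer or medium: DMEM plus 5-aza-dC sensitizer; control set: ellipticine 6 µM positive control; compound: one concentration, pinned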
PAX8 reporter: inhibitors of PAX8-driven TPO luciferase reporter, primary screen, RMG-I cells, single concentration; inhibition, % at 12.6 µM; SteadyGlo, 24 h; 360,000 compounds, 1.2% hits; AID 652154, 2013;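 active = mean replicate inhibition at least 60% with every replicate also reaching 60%; inconclusive = only one of the two criteria is met; inactive = mean below 60% and not all replicates reaching 60%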;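 note: luciferase light reporting Pax8 driven TPO promoter activity; plate controls were median of neutral control wells for no effect and mitoxantrone controls for full effect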
ERp5 inh: inhibitors of ERp5-driven insulin aggregation, primary screen, biochemical, turbidity, absorbance 650 nm, single point; Protein disulfide-isomerase A6 (Homo sapiens), Q15084; 90 min; inhibition, % at 9.99 µM; 350,000 compounds, 0.05% hits;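 active = mean replicate inhibition above about 25%, with every replicate also reaching it, limit read from the data, passing the limit was not always enough; inconclusive = only one of those two criteria met; inactive = neither criterion met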
Target sequence (Q15084 whole entry, looked up): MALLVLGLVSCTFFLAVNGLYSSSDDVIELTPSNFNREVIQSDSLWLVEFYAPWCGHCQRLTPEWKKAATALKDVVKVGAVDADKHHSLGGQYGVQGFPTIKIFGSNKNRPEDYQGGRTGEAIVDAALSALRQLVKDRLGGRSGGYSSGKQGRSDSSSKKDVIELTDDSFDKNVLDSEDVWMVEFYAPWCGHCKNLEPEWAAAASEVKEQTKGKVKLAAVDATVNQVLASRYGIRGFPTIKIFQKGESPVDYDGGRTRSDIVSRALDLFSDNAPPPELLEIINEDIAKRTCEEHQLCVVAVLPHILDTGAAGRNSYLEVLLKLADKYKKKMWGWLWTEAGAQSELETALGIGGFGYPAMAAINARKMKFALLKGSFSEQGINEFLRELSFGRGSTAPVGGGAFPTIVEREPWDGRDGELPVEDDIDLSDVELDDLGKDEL
ARNT TACC3 PPI: disruptors of ARNT/TACC3 protein interaction, primary screen, biochemical, AlphaScreen, single concentration. Transforming acidic coiled-coil-containing protein 3 (Homo sapiens), Q9Y6A5. AlphaScreen His-ARNT PAS-B/GST-TACC3 binding, luminescence; TACC3 fragment carries E629A point mutation. inhibition, % at 9.99 µM. 390,000 compounds, 0.66% hits;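 active = mean inhibition of replicates at least 50% and at least half of replicates each reaching 50%; inconclusive = half or more replicates reach 50% but mean below 50%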;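 note: 0% = complete ARNT plus TACC3 wells and 100% = ARNT alone without TACC3; many hits fall short of the cut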
INS-1E GSIS act: GLuc luminescence reporter in INS-1E cells, primary screen for activators of glucose-dependent secretion of insulin | INS-1E GLuc reporter insulin secretion, 2-3 h | activation, % at 16.6 µM | 370,000 compounds, 0.61% hits | AID 743287, 2014;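 active = lowest replicate activation of at least 40%, so every replicate reaches that level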;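 note: 0% = median of neutral control wells and 100% = median of IBMX positive control wells; some compounds called inactive have numbers as strong as hits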
EWS-Fli inh: EWS/Fli-driven NR0B1 reporter inhibitors, primary screen, A673 cells, NR0B1 luciferase, luminescence, MLPCN library | viability-normalised | inhibition, % at 12.6 µM | 350,000 compounds, 0.67% hits | AID 651661, 2012;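 active = mean inhibition of at least 50% after viability correction, with every replicate also passing that limit; inconclusive = mean reaches 50% but only one of two replicates passes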;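 note: firefly luciferase signal divided by Alamar Blue viability fluorescence both relative to DMSO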
F508del corr: F508del CFTR correction, initial screen, CFBE line, single point. CFBE cells, YFP halide quenching; stimulated with forskolin plus potentiator P3; % fluorescence drop versus neutral controls. activity (quench increase), % at 7.58 µM. 350,000 compounds, 0.36% hits. AID 720511, 2013;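 active = mean added fluorescence quench of at least 8% versus neutral control, with both replicates also reaching 8%; inconclusive = only one of the mean or replicate conditions met; inactive = mean below 8% and not both replicates reaching 8%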;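 note: cells transiently co-express mutant CFTR-F508del with the halide-sensitive YFP; corrector assay measuring rescue of mutant channel to the surface after 24 h compound exposure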
DENV2 CPE: inhibitors of DENV2 cytopathic effect, primary screen, cell-based, plate reader, single concentration. DENV2-infected cells, cytopathic effect rescue. CPE inhibition, % at 9.99 µM. 350,000 compounds, 1.7% hits; in the data active = CPE inhibition above about 20%, passing the limit was not always enough; inconclusive = no clear call, values can overlap the other calls; tested in BHK-21 cells;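 note: 0% = median of neutral control wells and 100% = median of positive control wells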
Numbers without * were called inactive; u = inconclusive; x = no result given.

SMILES	Xi reactivation	PAX8 reporter	ERp5 inh	ARNT TACC3 PPI	INS-1E GSIS act	EWS-Fli inh	F508del corr	DENV2 CPE
Cc1ccc2cccc(OCc3nnc(SCC(=O)O)n3C)c2n1	0.0	12.2	3.0	-5.2	0.9	4.5	-7.4	-1.7
CCOc1ccc(C(=O)NCCO)cc1	0.0	-5.6	2.6	4.3	-3.3	2.0	-1.3	x
CCCCN(C=O)c1c(CC)nc2ccc(C(=O)N3CCN(C(=O)c4ccco4)CC3)cn12	0.0	-51.4	3.6	x	5.5	-4.3	-1.4	0.9
N#Cc1cccnc1N1CCN(C(=O)c2ccco2)CC1	-0.1	-3.1	-1.6	-9.8	-12.6	-28.3	1.3	-2.0
COc1ccc(CNC(=O)N(C)C[C@H]2OCc3ccccc3-c3c(n(C)c4ccccc34)C(=O)N([C@H](C)CO)C[C@@H]2C)cc1	0.4	-12.2	5.6	2.7	5.0	11.0	-1.7	5.0
CC1(C)Cc2ccccc2/C(=C/C(=O)c2ccccc2)N1	0.0	17.1	1.0	33.3	x	4.0	-3.2	-4.7
COc1ccccc1NC(=O)COC(=O)Cn1c(C)csc1=O	0.1	12.6	4.7	x	-14.5	1.7	-1.8	-2.6
CSc1nnc(CNC(=O)c2ccccc2)n1-c1cccc(C)c1	-0.1	-6.1	0.6	-8.9	-7.6	-3.4	-2.2	0.5
CCCCN1C(=O)C(=O)N(CC(=O)Nc2sc(C)c(CC)c2C(=O)OCC)C1=O	0.0	-1.2	0.5	-9.3	-18.5	3.2	-0.6	11.7
CC(=O)Nc1ccc(S(=O)(=O)NCCc2csc(-c3cccnc3)n2)cc1	-0.1	7.9	0.8	-6.3	11.1	3.8	-2.7	-2.9
C[C@@H]1CCCCO[C@H](CN(C)C(=O)CCCN(C)C)[C@H](C)CN([C@@H](C)CO)C(=O)c2cc(NC(=O)c3ccncc3)ccc2O1	0.0	-7.4	x	3.2	40.9	-0.6	2.4	7.2
O=C(c1cnccn1)N1CC(=O)N2[C@@H](CO)[C@H](c3ccc(/C=C/c4ccccc4)cc3)[C@@H]2C1	0.0	-7.2	-1.3	x	-7.2	5.4	2.1	1.4
C/C=C/c1ccc2c(c1)O[C@@H](CN(C)C(=O)Nc1ccc(F)cc1)[C@H](C)CN([C@H](C)CO)S2(=O)=O	-0.1	x	3.3	1.0	-39.5	16.4	6.0	-0.6
COc1ccc(N2CCN(S(=O)(=O)c3cc(Br)cnc3N)CC2)cc1	0.1	0.8	1.0	-5.3	x	4.1	0.4	5.4
CCCCNC(=O)COC(=O)CCC(=O)c1cccs1	0.1	4.6	0.9	-2.8	-5.0	-8.9	-1.4	-2.8
O=C(Nc1c(C(=O)N2CCOCC2)oc2ccccc12)c1cccc([N+](=O)[O-])c1	0.0	-17.5	4.8	-1.5	2.3	x	0.3	-7.7
COc1cccc(/C=C2\SC(=O)N(CCC(=O)N3CCCCC3CCO)C2=O)c1 (stereo not drawn)	0.1	1.8	-4.2	1.1	-21.2	0.5	1.9	2.0
O=C(CN1C(=O)c2ccccc2C1=O)NC(Cc1ccccc1)C(=O)O (stereo not drawn)	0.1	2.5	6.3	-4.1	19.5	-1.9	-2.6	-1.0
c1ccc(CCNc2ncnc3sccc23)nc1	0.1	-26.4	-2.3	-0.1	-21.6	-36.4	-0.7	-3.1
COc1cccc(C(=O)COC(=O)c2n[nH]c(=O)c3ccccc23)c1	0.3	4.3	1.5	-2.5	25.1	2.0	-1.1	0.9
COc1ccc(NC(=O)COC(=O)Cc2c(F)cccc2Cl)cc1OC	0.0	-1.1	0.8	4.7	21.4	6.1	-2.3	1.7
CCC(=O)N(C)C[C@@H]1Oc2ncc(C#CCc3ccccc3)cc2C(=O)N([C@H](C)CO)C[C@@H]1C	-0.8	x	12.0	-4.4	-12.2	-3.8	4.5	0.2
CCCNC(=O)C[C@@H]1C[C@H]2c3cc(NC(=O)C4CCC4)ccc3O[C@H]2[C@@H](CO)O1	0.0	-2.1	3.1	-7.0	7.5	-3.6	-0.3	-3.2
Cc1ccc(/C=N/NC(=O)c2nnn(-c3nonc3N)c2-c2ccccc2)o1	0.1	-14.0	-1.8	8.8	8.7	7.2	3.2	-4.0
Cc1ccccc1NC(=O)C1CCCN(S(=O)(=O)c2ccc(-n3cnnn3)cc2)C1 (stereo not drawn)	0.1	21.5	0.2	-8.0	-6.8	-4.6	0.1	1.5
O=C(N[C@@H]1CC[C@H](CCNS(=O)(=O)c2ccc(F)cc2)O[C@H]1CO)C1CCCC1	0.3	6.2	4.7	3.8	4.0	2.3	-3.1	-0.1
Cc1cccc(NC(=O)Nc2cccc(C#N)c2)n1	0.0	-230.7	-0.6	x	12.8	-86.6	-1.6	7.0
COc1ccccc1S(=O)(=O)N[C@@H]1CC[C@@H](CCn2cc(C3CC3)nn2)O[C@H]1CO	-0.3	-1.3	8.1	1.2	-5.2	-4.3	2.4	0.6
CC(Cc1ccccc1)NC(=S)CN1CCCC1=S (stereo not drawn)	0.0	0.7	2.5	-1.3	x	6.7	-4.1	4.3
Cc1noc(C)c1NC(=O)N(C)C[C@@H]1Oc2ccc(N(C)C)cc2C(=O)N([C@@H](C)CO)C[C@H]1C	-0.8	-13.1	0.7	-7.4	22.9	5.5	-0.9	-4.6
C[C@@H]1CCCCO[C@H](CN(C)C(=O)NC2CCCCC2)[C@H](C)CN([C@@H](C)CO)C(=O)c2cc(NC(=O)c3ccccc3)ccc2O1	0.5	-20.8	x	-0.7	-33.7	-1.9	-2.1	42.6*
COc1ccc(C(C(=O)NC2CCCCC2)N(C(=O)c2snc(C(N)=O)c2N)c2ccccc2OC)cc1 (stereo not drawn)	0.6	-13.2	-1.1	x	-1.7	5.9	-0.4	2.1
CSc1nn2c(C(F)(F)F)cc(C(F)(F)F)nc2c1C(N)=O	0.3	-2.5	5.4	13.1	x	-8.5	0.6	-2.0
COCCN1C(=NCCCOC(C)C)N[C@@H](c2ccccc2)C(C(=O)OC)=C1C	0.0	-6.0	1.2	0.1	6.3	9.9	-2.1	-13.9
Cc1ccc(C(=O)C2CCN(CC(=O)Nc3ccccc3C)CC2)cc1	0.1	13.7	8.7	-4.0	1.9	3.8	-0.8	2.6
CS(=O)(=O)N1CC(=O)N2[C@H](CO)[C@H](c3ccc(C#Cc4ccc(F)cc4)cc3)[C@@H]2C1	0.0	-0.1	-6.5	x	-10.2	7.8	u	-3.1
CCn1c2ccccc2c2cc(N=C3SC(CC(=O)Nc4ccccc4OC)C(=O)N3CCOC)ccc21 (stereo not drawn)	0.4	-5.3	x	-4.5	-33.2	x	x	x
O=C(NCC(=O)N1CCCCCCC1)c1cccc([N+](=O)[O-])c1	-0.1	-12.6	5.4	x	2.0	-14.2	-1.0	-2.6
CCCCCn1c(C(Cc2ccccc2)NC(=O)COC)nc2ccccc21 (stereo not drawn)	0.1	0.6	3.4	-1.3	8.4	1.3	-0.8	-2.4
Cc1noc(C)c1S(=O)(=O)N(C)C[C@@H]1OCCCC[C@@H](C)Oc2ccc(NC(=O)CCCN(C)C)cc2C(=O)N([C@H](C)CO)C[C@H]1C	0.1	8.7	2.3	-13.9	7.8	1.4	-0.1	-8.8

Ordered by count of non-hydrogen atoms (descending): 11 of the compounds above
SMILES	Xi reactivation	PAX8 reporter	ERp5 inh	ARNT TACC3 PPI	INS-1E GSIS act	EWS-Fli inh	F508del corr	DENV2 CPE
Cc1noc(C)c1S(=O)(=O)N(C)C[C@@H]1OCCCC[C@@H](C)Oc2ccc(NC(=O)CCCN(C)C)cc2C(=O)N([C@H](C)CO)C[C@H]1C	0.1	8.7	2.3	-13.9	7.8	1.4	-0.1	-8.8
C[C@@H]1CCCCO[C@H](CN(C)C(=O)NC2CCCCC2)[C@H](C)CN([C@@H](C)CO)C(=O)c2cc(NC(=O)c3ccccc3)ccc2O1	0.5	-20.8	x	-0.7	-33.7	-1.9	-2.1	42.6*
COc1ccc(C(C(=O)NC2CCCCC2)N(C(=O)c2snc(C(N)=O)c2N)c2ccccc2OC)cc1 (stereo not drawn)	0.6	-13.2	-1.1	x	-1.7	5.9	-0.4	2.1
Cc1noc(C)c1NC(=O)N(C)C[C@@H]1Oc2ccc(N(C)C)cc2C(=O)N([C@@H](C)CO)C[C@H]1C	-0.8	-13.1	0.7	-7.4	22.9	5.5	-0.9	-4.6
COc1ccccc1S(=O)(=O)N[C@@H]1CC[C@@H](CCn2cc(C3CC3)nn2)O[C@H]1CO	-0.3	-1.3	8.1	1.2	-5.2	-4.3	2.4	0.6
COCCN1C(=NCCCOC(C)C)N[C@@H](c2ccccc2)C(C(=O)OC)=C1C	0.0	-6.0	1.2	0.1	6.3	9.9	-2.1	-13.9
CCCCCn1c(C(Cc2ccccc2)NC(=O)COC)nc2ccccc21 (stereo not drawn)	0.1	0.6	3.4	-1.3	8.4	1.3	-0.8	-2.4
Cc1ccc(C(=O)C2CCN(CC(=O)Nc3ccccc3C)CC2)cc1	0.1	13.7	8.7	-4.0	1.9	3.8	-0.8	2.6
O=C(NCC(=O)N1CCCCCCC1)c1cccc([N+](=O)[O-])c1	-0.1	-12.6	5.4	x	2.0	-14.2	-1.0	-2.6
CSc1nn2c(C(F)(F)F)cc(C(F)(F)F)nc2c1C(N)=O	0.3	-2.5	5.4	13.1	x	-8.5	0.6	-2.0
CC(Cc1ccccc1)NC(=S)CN1CCCC1=S (stereo not drawn)	0.0	0.7	2.5	-1.3	x	6.7	-4.1	4.3

(continued)
SMILES	Xi reactivation	PAX8 reporter	ERp5 inh	ARNT TACC3 PPI	INS-1E GSIS act	EWS-Fli inh	F508del corr	DENV2 CPE
CCn1nnnc1NC(=O)c1cc(Cl)c(OC)c(Cl)c1	0.0	9.8	5.3	-1.6	6.7	-6.8	-0.5	1.3
Cc1cc(=O)n2nc(N3CCCC(C(=O)NCc4ccc(Cl)cc4)C3)sc2n1 (stereo not drawn)	0.2	-4.7	4.4	-0.4	26.9	-1.2	0.7	7.7
O=C(NCc1cccnc1)c1nc(-c2cccs2)no1	0.4	-15.8	-6.6	-5.9	-35.1	-7.5	x	-2.7
CC(C)NC(=O)N(C)C[C@H]1OCc2ccccc2-c2ccccc2C(=O)N([C@@H](C)CO)C[C@H]1C	0.1	x	0.4	12.2	3.9	19.7	7.6	-0.3
CC(C)NC(=O)c1onc(CSc2ccncc2)c1C(=O)NC(C)C	0.1	-4.7	2.5	x	-3.7	0.6	4.0	1.6
COc1ccc2c(C)cc(SCC(=O)N(C)C3CCS(=O)(=O)C3)nc2c1 (stereo not drawn)	0.8	13.9	1.4	5.7	10.2	5.1	-0.8	2.3
O=C(c1ccccc1)N1CC(=O)N2[C@H](CO)[C@H](c3ccc(-c4ccccc4)cc3)[C@@H]2C1	0.4	x	0.9	x	-17.6	-1.1	3.4	-1.4
COc1ccc(NC(=O)Nc2ccc3c(c2)C(=O)N([C@@H](C)CO)C[C@H](C)[C@H](CN(C)S(=O)(=O)c2cccs2)OCCCC[C@@H](C)O3)cc1	-1.3	x	0.4	-3.7	-26.6	-1.9	-1.7	-3.7

Screens: PubChem BioAssay, Broad Institute
